# High-throughput results: PubChem, The Scripps Research Institute Molecular Screening Center
# OX1R antag-1 – OX1R (HCRTR1) antagonists, primary screen, fluorescence, CHO/OX1R cells, Fluo-8 calcium, orexin A; inhibition, % at 5 µM; AID 434989, 2010; Orexin/Hypocretin receptor type 1 (Homo sapiens), O43613; Fluo-8 calcium fluorescence; 330,000 tested, 0.43% active;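 active = inhibition above its plate's threshold, mean inhibition of all tested compounds on the plate plus 3 SD, cut at about 37% in these data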;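 also: 0% = orexin A challenge wells and 100% = SB-334867-A antagonist wells; not every result past the cut was called active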
# Target sequence (O43613 whole entry, looked up): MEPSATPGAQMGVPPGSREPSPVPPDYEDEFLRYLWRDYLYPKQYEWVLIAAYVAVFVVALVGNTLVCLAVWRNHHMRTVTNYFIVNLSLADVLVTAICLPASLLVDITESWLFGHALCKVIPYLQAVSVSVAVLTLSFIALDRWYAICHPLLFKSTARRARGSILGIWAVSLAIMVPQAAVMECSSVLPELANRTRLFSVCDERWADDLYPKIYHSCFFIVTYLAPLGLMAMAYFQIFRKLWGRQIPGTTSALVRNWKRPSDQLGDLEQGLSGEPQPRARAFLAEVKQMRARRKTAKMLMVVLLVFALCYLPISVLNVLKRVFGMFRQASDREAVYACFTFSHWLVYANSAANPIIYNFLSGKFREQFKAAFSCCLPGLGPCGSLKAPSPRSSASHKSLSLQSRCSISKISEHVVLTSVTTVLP
# OX1R antag-2 – antagonists of human orexin 1 receptor (OX1R). AID 485270, 2010. Orexin/Hypocretin receptor type 1 (Homo sapiens), O43613. inhibition, % at 6.6 µM. OX1R-expressing cells, FRET antagonist read-out. 330,000 tested, 1.8% active; in the data active = inhibition mostly above about 38%, no sharp cut-off; inactive = mostly below about 40%;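 also: 0% = agonist challenge alone and 100% = reference antagonist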
# * marks the source's active call; other numbers are inactive results.
# Values in the order – OX1R antag-1	OX1R antag-2
> O=C(CN1CCCc2ccccc21)N/N=C/c1c(O)ccc2ccccc12
→ -1	23
> COC(=O)c1cc(OC)c(OC)cc1NC(=S)N1CCN(c2ccccc2)CC1
→ -28	16
> O=c1nc2n(c3c4c(sc13)CCC4)CCC2
→ -14	15
> Cc1ccc(S(=O)(=O)N(CC(=O)N2CCc3ccccc3C2)c2ccc(Cl)c(Cl)c2)cc1
→ 3	57
> O=C1/C(=C/c2ccncc2)SC(=S)N1Cc1ccccc1
→ -23	5
> CCN(CC)Cc1c(O)ccc2c1O/C(=C\C=C\c1ccccc1)C2=O
→ -27	13
> Cc1cccc(C)c1NC(=O)C1CCCN1C(=O)NCc1ccccc1 (stereo unspecified)
→ -16	12
> O=c1c2[nH]c3cccc(Cl)c3c2ncn1CC1CCCO1 (stereo unspecified)
→ -7	11
> COc1cc(CC(=O)OCC(=O)Nc2cc(S(=O)(=O)N3CCCC3)ccc2Cl)cc(OC)c1OC
→ -17	7
> C#Cc1cccc(C(=O)N2CCCC(Nc3cccc(F)c3)C2)c1 (stereo unspecified)
→ 5	31
> CCN1CCN(S(=O)(=O)c2cccc([N+](=O)[O-])c2)CC1
→ -13	37
> O=C(COC(=O)c1ccc(S(=O)(=O)N2CCCC2)cc1)Nc1cccc(Cl)c1
→ -2	-1
> CC(NC(=O)C1CCN(S(=O)(=O)c2ccc3nc4c(c(C(=O)O)c3c2)CCCC4)CC1)c1ccccc1 (stereo unspecified)
→ -8	6
> Cc1cc(NC(=O)CSc2nnc(NC(=O)C3CC(=O)N(c4ccccc4)C3)s2)no1 (stereo unspecified)
→ -56	9
> Cc1cc(F)ccc1S(=O)(=O)Nc1ncnc2sc3c(c12)CCC3
→ -16	9
> CC1CCN(S(=O)(=O)c2cccc(C(=O)Nc3nccs3)c2)CC1
→ -13	3
> O=C(c1ccco1)N1CCN(c2ccc([N+](=O)[O-])cc2F)CC1
→ -7	47
> CCS(=O)(=O)n1nc(-c2ccccc2)nc1N
→ 1	8
> Cc1ccc(S(=O)(=O)N(C)C)cc1NC(=O)CN1C(=O)NC2(CCCCCCC2)C1=O
→ -19	14
> CN(C(=O)c1cc2ccccc2o1)c1c(N)n(Cc2ccccc2)c(=O)[nH]c1=O
→ -21	7

# Six compounds picked at random from the list so far, as already listed:
# Values in the order – OX1R antag-1	OX1R antag-2
> Cc1ccc(S(=O)(=O)N(CC(=O)N2CCc3ccccc3C2)c2ccc(Cl)c(Cl)c2)cc1
→ 3	57
> CCN(CC)Cc1c(O)ccc2c1O/C(=C\C=C\c1ccccc1)C2=O
→ -27	13
> O=c1c2[nH]c3cccc(Cl)c3c2ncn1CC1CCCO1 (stereo unspecified)
→ -7	11
> CN(C(=O)c1cc2ccccc2o1)c1c(N)n(Cc2ccccc2)c(=O)[nH]c1=O
→ -21	7
> O=C(CN1CCCc2ccccc21)N/N=C/c1c(O)ccc2ccccc12
→ -1	23
> O=C(c1ccco1)N1CCN(c2ccc([N+](=O)[O-])cc2F)CC1
→ -7	47

# (cont.)
# Values in the order – OX1R antag-1	OX1R antag-2
> O=C(/C=C/c1ccccc1[N+](=O)[O-])NC1CCCC1
→ -18	18
> O=C(NC1CC1)c1cccc2c1C(=O)c1ccc(N3CCC(Cc4ccccc4)CC3)cc1S2(=O)=O
→ 31	14
> CC[n+]1c(C)n(-c2ccccc2)c2ccc(C(=O)OC)cc21
→ 3	18
> COc1ccc(CCNC(=O)N[C@@H](Cc2ccccc2)C(=O)O)cc1
→ -38	6
> COc1ccc(NC(=S)NNC(=S)Nc2cccc(C(F)(F)F)c2)cc1
→ -17	18
> CN1C(=O)CC(=O)N(C)c2cc(S(=O)(=O)N(C)Cc3ccccc3)ccc21
→ -13	8
> O=C(/C=C/c1ccccc1)Nc1ccc(Br)cn1
→ -13	25
> CCOC(=O)CCC(=O)N1CCOCCN(C(=O)CCC(=O)OCC)CCOCC1
→ -9	21
> C=CCOC(=O)C1=C(C)NC(=O)NC1C1CC=CCC1 (stereo unspecified)
→ -3	20
> CCN(C(=O)c1ccc(=O)n(C)n1)c1c(N)n(Cc2ccccc2)c(=O)[nH]c1=O
→ 3	13
> O=C(N/N=C/c1cccc([N+](=O)[O-])c1)c1nc2ccccc2c(=O)[nH]1
→ 7	19
> O=C(CSc1ncn[nH]1)N1CCCCC1
→ 6	17
> CCOC(=O)C1(Cc2cccc(Cl)c2)CCCN(C(=O)c2cc(C)[nH]n2)C1 (stereo unspecified)
→ -16	6
> COC(=O)c1cc(C(=O)c2cc(F)ccc2O)cn2c(=O)c3c(C)c(C)sc3nc12
→ -21	3
> O=C(COc1ccc(Cl)cc1)NCCS(=O)(=O)N1CCN(c2ccccc2F)CC1
→ -9	-6
> CCOc1ccccc1OCCCC(=O)Nc1ccc(Cl)c(S(=O)(=O)N2CCOCC2)c1
→ 21	7
> Cc1nc2c(=O)[nH]c3ccccc3c2o1
→ -4	35
> O=C(NCc1ccc(F)cc1)C(c1ccc(F)cc1)N(C(=O)c1csnn1)C1CC1 (stereo unspecified)
→ -17	9
> O=C(O)Cn1cc(/C=C2/NC(=O)N(c3ccc(Cl)cc3)C2=O)c2ccccc21
→ -20	11
> CC(C)Cn1c(-c2ccco2)n[nH]c1=S
→ 9	20
> COc1ccc(C(=O)Nc2cccc3c2CCCC3)cc1OC
→ -26	1
> Cc1cccc(C(=O)N2CCN(CCNC(=O)C(=O)Nc3ccc(F)cc3)CC2)c1
→ -22	21
> CC(=O)Nc1ccc(S(=O)(=O)NC2CCSc3ccccc32)cc1 (stereo unspecified)
→ -7	33
> O=C(CSc1nc2ncccc2[nH]1)Nc1c(F)cc(F)cc1Br
→ -8	18
> O=C1NC(c2ccccc2)=C(c2ccc3ccccc3n2)C(c2ccc(F)cc2)N1 (stereo unspecified)
→ -46	7
> CSc1ncnc2sc(C)c(C)c12
→ -12	3
> COc1ccc(C(=O)NCc2nnc(SCC(=O)NC3CCCC3)o2)cc1
→ -17	13
> CCS(=O)(=O)Nc1ccc(-c2nc3cccnc3s2)cc1
→ -9	9
> CCC(CO)Oc1cc(NCc2ccc(F)cc2)c2ncn(C(C)C)c2c1 (stereo unspecified)
→ -32	12
> CC(=O)Nc1ccc(S(=O)(=O)N(C)CC(=O)NNC(=O)c2cccs2)cc1
→ -1	-1
> C=CCn1c(SCC(=O)Nc2cc(C)on2)nc2sc(CC)cc2c1=O
→ -22	1
> Cc1cc(F)c(F)c(C(=O)NC2CC2)c1Cl
→ -4	10
> CCN1C(=O)/C(=C/c2nc3ccccc3c(=O)[nH]2)c2ccccc21
→ -21	14
> Cc1cccc(NC(=S)NC(=O)/C=C/c2ccco2)n1
→ -31	27
> COc1ccc(OC)c(Nc2cc(C(=O)NCCCN3CCOCC3)c3ccccc3n2)c1
→ -25	21
> CCc1sc(N(C(=O)Cc2ccccc2)c2ccccc2F)nc1-c1ccc(C)cc1
→ 13	13
> CCCCCN(C(=O)CCC(=O)OCC(=O)c1ccc(C(C)CC)cc1)c1c(N)n(CCCC)c(=O)[nH]c1=O (stereo unspecified)
→ -27	8
> N=c1n(CCN2CCCCC2)c2ccccc2n1CC(O)c1ccc(Cl)c(Cl)c1 (stereo unspecified)
→ -21	9
> CCOc1ccc(OCCC(=O)Nc2ccc(F)cc2C)cc1
→ -12	22
> O=C1c2cccnc2C(Nc2ccc(F)c(Cl)c2)N1Cc1cccs1 (stereo unspecified)
→ -10	21
> COC(=O)c1oc2ccccc2c1NC(=O)/C=C/C(=O)O
→ -11	11
> COc1ccc(N2CS(=O)(=O)/C(=C/N(C)C)C2=O)cc1
→ -22	6
> N#CC(C(=O)c1ccc(S(=O)(=O)N2CCCCCC2)cc1)c1nc2ccccc2[nH]1 (stereo unspecified)
→ -4	1
> COc1cccc(N2CC(NS(=O)(=O)c3ccc(Cl)cc3)CC2=O)c1 (stereo unspecified)
→ -25	3
> CCOc1ccc(OCC)c(NC(=O)C2CCN(S(=O)(=O)c3cccc4nonc34)CC2)c1
→ -7	6
> Fc1ccc(-c2ccnn2-c2ccccc2)cc1
→ -11	9
> CCc1nc(Nc2ccncc2)c2oc3ccccc3c2n1
→ 8	13
> COc1cccc(-c2cc(C(=O)NCC3CCCO3)c3ccccc3n2)c1 (stereo unspecified)
→ -34	17
> O=C(CSc1nnc(-c2ccco2)o1)c1ccccc1Cl
→ -27	26
> Cc1ccc(-c2cc(C(F)F)nc(S(C)(=O)=O)n2)cc1
→ -18	9
> Cc1cc(C)n(-c2ccc(C(=O)OCC(=O)Nc3ccc(Cl)c(S(=O)(=O)N(C)C)c3)cc2)n1
→ -11	0
> COc1ccc(N=Nc2ccc(O)c(P(=O)(c3ccccc3)c3ccccc3)c2)cc1
→ -23	11
> CCN1C(=O)CC(Sc2ccccc2N)C1=O (stereo unspecified)
→ -16	14
> C=CCNc1cnn(-c2ccc(C)cc2)c(=O)c1Cl
→ 2	25
> O=C(c1ccco1)N1CCN(C(=O)c2ccc(Cn3cc(Br)cn3)o2)CC1
→ -30	10
> Cc1cccnc1CCNC(=O)CCc1nnc(-c2ccccc2)o1
→ -21	21
> CC(C)(Oc1ccc(Cl)cc1)C(=O)OCc1nc2ccsc2c(=O)[nH]1
→ -21	24
> O=C(CNS(=O)(=O)c1ccc(Br)cc1)N1CCN(c2ccc(F)cc2)CC1
→ -31	30
> CC(=O)Nc1ccc(Nc2nc3ccccc3n3cnnc23)cc1
→ -18	1
> Cc1oc(-c2ccccc2F)nc1CS(=O)(=O)CC(=O)NCCCN1CCc2ccccc2C1
→ -29	8

# Structural class, those above with a COOH group
# Values in the order – OX1R antag-1	OX1R antag-2
> CC(NC(=O)C1CCN(S(=O)(=O)c2ccc3nc4c(c(C(=O)O)c3c2)CCCC4)CC1)c1ccccc1 (stereo unspecified)
→ -8	6
> COc1ccc(CCNC(=O)N[C@@H](Cc2ccccc2)C(=O)O)cc1
→ -38	6
> O=C(O)Cn1cc(/C=C2/NC(=O)N(c3ccc(Cl)cc3)C2=O)c2ccccc21
→ -20	11
> COC(=O)c1oc2ccccc2c1NC(=O)/C=C/C(=O)O
→ -11	11

# Next results.
# Values in the order – OX1R antag-1	OX1R antag-2
> CCC(C)(NC(=O)c1ccc(=O)[nH]c1)C(=O)NC1CCCC1 (stereo unspecified)
→ -8	11
> CCOc1ccc(CN(C)C(=O)c2cc3ccccc3o2)cc1OC
→ -27	16
> CCOC(=O)Cc1csc(NC(=O)CSc2nnc(-c3ccc(F)cc3)o2)n1
→ -15	6
> Cc1cc(C)cc(OCC(=O)OCC(=O)NCc2cccs2)c1
→ -17	4
> COc1ccccc1N1CC(C)(C)C(=O)N(C(=O)c2ccc(C)cc2)C1=S
→ -1	6
> Cc1ccc2c(c1)c(C1=NC(=S)NC1=O)c(O)n2C
→ -5	26
> CC(=O)C1=C(C)Nc2ncnn2C1c1ccc(C)cc1 (stereo unspecified)
→ -6	-11
> CC(C)Cc1nc(C#N)c(N2CCC(C(N)=O)CC2)o1
→ -3	17
> Cc1ccccc1C(=O)Nc1ccccc1C(=O)N/N=C\c1ccco1
→ -24	21
> CC(C)(C)c1nc(SCC(=O)NCc2ccco2)c2ccccc2n1
→ -25	10
> C/C(=N/OCc1ccc(Br)cc1)c1ccccn1
→ -2	3
> COc1cc(-c2cc(C(=O)OCC(=O)NC3CC3)c3ccccc3n2)cc(OC)c1OC
→ -12	18
> CCC(CC)NCCOC(=O)c1ccc([N+](=O)[O-])cc1
→ -8	41
> CCC(CC)C(=O)Nc1cccc(C(=O)Nc2nnc(C)s2)c1
→ -2	8
> O=C1CN(C(=O)/C=C/c2ccccc2)CCN1
→ 4	-2
> CC(C)OCC1CC(CC(=O)Nc2ccc([N+](=O)[O-])cc2)C(=O)O1 (stereo unspecified)
→ -20	18
> COc1ccc(OC)c(/C=C/C(=O)Nc2ccc(OC)nc2)c1
→ 21	27
> COc1ccc(C(=O)Nc2cccc(-c3nc4ncccc4o3)c2C)cc1
→ -29	6
> CC(C)[C@H]1COCCS(=O)(=O)N1Cc1ccccc1-c1ccc(C(C)(C)C)cc1
→ 37	28
> CCN1CCN(S(=O)(=O)c2ccc(Cl)c(C(=O)NC3CCC(C)CC3)c2)CC1 (stereo unspecified)
→ -36	3
> COc1ccc(-c2nc(CS(=O)(=O)CC(=O)NCCCc3ccccc3)c(C)o2)cc1
→ -35	23
> COc1ccc(OC)c(N(C)S(=O)(=O)c2cc3c(cc2C)NC(=O)CO3)c1
→ -1	4
> CCOC(=O)C1=NNC(C(=O)c2ccccc2)C1c1ccc(C)cc1 (stereo unspecified)
→ -13	3
> O=C(Oc1ccc(Cl)cc1)N1CCOCC1
→ 1	19
> Cc1cccc(N2C(=O)CC(Sc3nccc(C)n3)C2=O)c1 (stereo unspecified)
→ -12	5
> COCCN1C(=O)N(c2cccc(C)c2)C(=O)C1CC(=O)Nc1cc(OC)cc(OC)c1 (stereo unspecified)
→ -25	8
> CCOc1ccc(-c2nnc(-c3ccco3)o2)cc1
→ -24	14
> Cc1cc(C)cc(OCC(=O)Nc2nc(-c3cccnc3)cs2)c1
→ -10	17
> Nc1nc(-c2ccccc2)nn1C(=O)Cc1ccccc1
→ -12	27
> CC1=C/C(=N\NC(=S)NCCc2ccccc2)CC(C)(C)C1
→ -41	3
> Cc1cccc(OCc2occc2C(=O)Nc2cccc(-n3cnnn3)c2)c1
→ 1	19
> Cc1csc(Nc2ccc(C(=O)O)cc2)n1
→ -8	17
> O=C(c1ccco1)N1CCN(C(=O)c2cc3c(s2)-c2ccccc2OC3)CC1
→ -28	4
> Cc1ccc(N(C)S(=O)(=O)c2nnc(NC(=O)c3ccco3)s2)cc1
→ 11	15
> O=C(CSCc1ccccc1)Nc1ccccc1
→ -14	5

# An excerpt from further up, as a working copy:
# Values in the order – OX1R antag-1	OX1R antag-2
> COc1ccc(-c2nc(CS(=O)(=O)CC(=O)NCCCc3ccccc3)c(C)o2)cc1
→ -35	23
> COc1ccc(OC)c(N(C)S(=O)(=O)c2cc3c(cc2C)NC(=O)CO3)c1
→ -1	4
